Screens as filed in PubChem.
LYPLA2 inh: LYPLA2 (human) inhibition in PME1 counter-screen | inhibition, % at 5.9 µM | actives 0.38% (n = 320,000) | recombinant LYPLA2, FP-Rh probe fluorescence polarization | O95372;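 active = inhibition above the screen-wide mean plus 3 SD, limit set per campaign, cut at about 26% in these data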;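 note: 0% = LYPLA2 with DMSO and 100% = wells lacking LYPLA2 enzyme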
PAFAH1B3 FP inh: blocks human PAF acetylhydrolase 1B catalytic subunit 3; inhibition, % at 3.39 µM; actives 0.28% (n = 340,000); AID 492972; recombinant PAFAH1B3, FP-rhodamine probe, fluorescence polarization; Q15102;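 active = inhibition above the screen-wide average of all tested compounds plus 3 SD, cut at about 25% in these data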;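 note: 0% = enzyme with DMSO only and 100% = wells lacking PAFAH1B3 protein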
PREPL inh: inhibitors of human prolyl oligopeptidase-like enzyme PREPL; Q4J6C6; recombinant PREPL, fluorescence polarization activity-based probe; inhibition, % at 5.96 µM; actives 0.68% (n = 320,000); in the data active = inhibition above about 43%;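 note: 0% = enzyme with DMSO and 100% = wells lacking enzyme; many of its hits are not listed in these tables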
GSTO1 inh: GSTO1 inhibition, counter-screen for RBBP9 inhibitors | AID 1974 | actives 1.1% (n = 300,000) | P78417 | inhibition, % at 5.96 µM | recombinant GSTO1, activity-based probe fluorescence polarization;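 active = inhibition above the campaign mean inhibition plus 3 SD, cut at about 35% in these data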;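 note: 0% = GSTO1-1 with DMSO and 100% = wells lacking GSTO1-1 enzyme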
PAD4 FP inh: blocks human protein arginine deiminase 4. recombinant PAD4, RCA probe fluorescence polarization. inhibition, % at 6.36 µM. actives 0.41% (n = 330,000). AID 485272;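 active = percent inhibition above a cutoff equal to the mean of all tested compounds plus 3 SD, cut at about 15% in these data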;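 note: 0% = PAD4 with RCA probe and DMSO and 100% = probe without PAD4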
Target sequence (Q9UM07 whole entry, looked up): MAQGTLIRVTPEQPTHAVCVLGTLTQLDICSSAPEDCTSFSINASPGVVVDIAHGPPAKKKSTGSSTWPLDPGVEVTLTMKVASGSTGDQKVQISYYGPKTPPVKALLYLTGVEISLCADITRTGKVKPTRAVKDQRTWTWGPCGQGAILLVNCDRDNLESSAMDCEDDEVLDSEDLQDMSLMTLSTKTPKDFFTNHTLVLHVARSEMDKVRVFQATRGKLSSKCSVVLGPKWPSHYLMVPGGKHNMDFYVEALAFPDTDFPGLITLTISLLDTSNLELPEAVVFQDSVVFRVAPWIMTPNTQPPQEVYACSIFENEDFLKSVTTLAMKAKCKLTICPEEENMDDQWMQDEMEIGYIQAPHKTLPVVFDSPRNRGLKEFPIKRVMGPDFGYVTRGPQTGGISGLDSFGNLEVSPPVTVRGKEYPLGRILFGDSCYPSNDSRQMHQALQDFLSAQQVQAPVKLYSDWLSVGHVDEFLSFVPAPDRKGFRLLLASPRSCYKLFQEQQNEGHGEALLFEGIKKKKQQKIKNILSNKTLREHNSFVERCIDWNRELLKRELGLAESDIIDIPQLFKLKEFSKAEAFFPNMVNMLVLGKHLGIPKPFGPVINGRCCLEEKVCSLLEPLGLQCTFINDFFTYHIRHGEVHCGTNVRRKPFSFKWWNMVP
PME-1 primary: PME-1 (human) inhibition. Q9Y570. recombinant PME-1, FP-Rh probe fluorescence polarization. inhibition, % at 5.9 µM. actives 0.53% (n = 320,000). AID 2130;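 active = inhibition above the campaign mean of all compounds plus 3 SD, cut at about 26% in these data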;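 note: competitive labeling of PME-1 active site by serine hydrolase directed probe; 0% = PME-1 with DMSO and 100% = wells lacking PME-1 enzyme; inhibitors block probe labeling so polarization falls and inhibition rises; many of its hits are not listed in these tables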
pPAFAH FP inh: inhibitors of human plasma PAF acetylhydrolase (pPAFAH); Q13093; recombinant pPAFAH, FP-rhodamine probe fluorescence polarization; inhibition, % at 3.39 µM; actives 1.5% (n = 330,000); AID 463082;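 active = inhibition above the mean inhibition across the screen plus 3 SD, cut at about 25% in these data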;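 note: inhibitors block binding of the rhodamine activity-based probe so polarization drops; 0% = enzyme with DMSO and 100% = wells lacking pPAFAH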
Target sequence (Q13093 whole entry, looked up): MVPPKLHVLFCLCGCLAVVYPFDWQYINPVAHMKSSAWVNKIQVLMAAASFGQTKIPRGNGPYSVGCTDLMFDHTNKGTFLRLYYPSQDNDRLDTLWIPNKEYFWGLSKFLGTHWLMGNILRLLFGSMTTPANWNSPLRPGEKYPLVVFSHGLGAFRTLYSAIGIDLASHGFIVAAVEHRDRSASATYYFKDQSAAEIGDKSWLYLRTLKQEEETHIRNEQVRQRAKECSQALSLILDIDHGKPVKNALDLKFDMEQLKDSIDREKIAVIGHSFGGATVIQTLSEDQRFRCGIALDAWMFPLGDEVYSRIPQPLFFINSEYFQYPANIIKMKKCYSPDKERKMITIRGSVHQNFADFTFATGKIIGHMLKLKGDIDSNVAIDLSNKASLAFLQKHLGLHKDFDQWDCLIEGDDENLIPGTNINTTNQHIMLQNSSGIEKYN
PAFAH1B2 inh: inhibitors of human PAFAH1B2. inhibition, % at 3.39 µM. recombinant PAFAH1B2, FP-rhodamine activity probe, fluorescence polarization. actives 1.2% (n = 340,000). P68402. AID 492953;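 active = inhibition above the mean of all tested compounds plus 3 SD, cut at about 24% in these data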;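 note: 0% = enzyme with DMSO and 100% = wells lacking PAFAH1B2; many of its hits are not listed in these tables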
LYPLA1 inh: LYPLA1 (human) inhibition in PME1 counter-screen | AID 2174 | O75608 | recombinant LYPLA1, FP-Rh probe fluorescence polarization | actives 0.16% (n = 320,000) | inhibition, % at 5.9 µM;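 active = inhibition above the mean of all tested compounds plus 3 SD, set per campaign, cut at about 14% in these data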;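 note: inhibitors block serine hydrolase probe labeling of LYPLA1 so polarization falls; 0% = enzyme with DMSO and 100% = wells lacking LYPLA1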
Numbers without * were called inactive. An excerpt; rates above refer to the full screens.

Preview (3 entries):
Screening O=C(COc1ccc([N+](=O)[O-])cc1)Nc1ccc2c(c1)nc1n2CCOC1 returned LYPLA2 inh -4, PAFAH1B3 FP inh -2, PREPL inh 15, GSTO1 inh -2, PAD4 FP inh 2, PME-1 primary -3, pPAFAH FP inh 5, PAFAH1B2 inh -2 and LYPLA1 inh 1.
COc1ccc(NC(=O)CSc2n[nH]c(C(C)C)n2)c([N+](=O)[O-])c1 was read as LYPLA2 inh 1, PAFAH1B3 FP inh 0, PREPL inh 1, GSTO1 inh 0, PAD4 FP inh 1, PME-1 primary 3, pPAFAH FP inh 4, PAFAH1B2 inh 1 and LYPLA1 inh 0.
`CN(CC(=O)Nc1ccccc1Cl)C(=O)COC(=O)c1cc([N+](=O)[O-])ccc1N1CCOCC1` gave LYPLA2 inh 1, PAFAH1B3 FP inh 2, PREPL inh 11, GSTO1 inh -11, PAD4 FP inh -3, PME-1 primary 3, pPAFAH FP inh 3, PAFAH1B2 inh 4 and LYPLA1 inh -3.

Main list, from the first entry:
Screening O=C(COc1ccc([N+](=O)[O-])cc1)Nc1ccc2c(c1)nc1n2CCOC1 returned LYPLA2 inh -4, PAFAH1B3 FP inh -2, PREPL inh 15, GSTO1 inh -2, PAD4 FP inh 2, PME-1 primary -3, pPAFAH FP inh 5, PAFAH1B2 inh -2 and LYPLA1 inh 1.
COc1ccc(NC(=O)CSc2n[nH]c(C(C)C)n2)c([N+](=O)[O-])c1 was read as LYPLA2 inh 1, PAFAH1B3 FP inh 0, PREPL inh 1, GSTO1 inh 0, PAD4 FP inh 1, PME-1 primary 3, pPAFAH FP inh 4, PAFAH1B2 inh 1 and LYPLA1 inh 0.
`CN(CC(=O)Nc1ccccc1Cl)C(=O)COC(=O)c1cc([N+](=O)[O-])ccc1N1CCOCC1` gave LYPLA2 inh 1, PAFAH1B3 FP inh 2, PREPL inh 11, GSTO1 inh -11, PAD4 FP inh -3, PME-1 primary 3, pPAFAH FP inh 3, PAFAH1B2 inh 4 and LYPLA1 inh -3.
CCC(=O)N(C)C(c1ccccc1Cl)c1nnnn1-c1c(C)cccc1C (configuration not stated) was read as LYPLA2 inh -4, PAFAH1B3 FP inh 0, PREPL inh 4, GSTO1 inh 3, PAD4 FP inh -1, PME-1 primary 2, pPAFAH FP inh 2, PAFAH1B2 inh 4 and LYPLA1 inh 1.
Screening CNC(=O)c1sc(N2N=C3/C(=C/c4ccccc4)CCCC3C2c2ccccc2)nc1C (configuration not stated) returned LYPLA2 inh 2, PAFAH1B3 FP inh 5, PREPL inh 2, GSTO1 inh 12, PAD4 FP inh -3, PME-1 primary -1, pPAFAH FP inh 0, PAFAH1B2 inh 4 and LYPLA1 inh 0.
Screening O=C(CN1C(=O)C2(OCCCO2)c2ccccc21)NCCc1ccccc1 returned LYPLA2 inh 1, PAFAH1B3 FP inh 3, PREPL inh 9, GSTO1 inh 13, PAD4 FP inh 0, PME-1 primary 2, pPAFAH FP inh -7, PAFAH1B2 inh 8 and LYPLA1 inh -3.
For CC(C)c1ccc(/C=N/NC(=O)CCNC(=O)c2ccccc2)cc1 the results were LYPLA2 inh -3, PAFAH1B3 FP inh -1, PREPL inh 1, GSTO1 inh 2, PAD4 FP inh 1, PME-1 primary 0, pPAFAH FP inh 4, PAFAH1B2 inh 6 and LYPLA1 inh 3.
Screening CCO[C@H]1OC(C(=O)Nc2ccccc2)=C[C@@H](c2coc3ccccc3c2=O)[C@@H]1CCCO returned LYPLA2 inh -8, PAFAH1B3 FP inh -2, PREPL inh 3, GSTO1 inh -5, PAD4 FP inh -2, PME-1 primary -4, pPAFAH FP inh 2, PAFAH1B2 inh -5 and LYPLA1 inh -4.
O=C(CN1CCN(c2ccc([N+](=O)[O-])cc2)CC1)Nc1ccccn1 was read as LYPLA2 inh 14, PAFAH1B3 FP inh 4, PREPL inh 22, GSTO1 inh -5, PAD4 FP inh -3, PME-1 primary -6, pPAFAH FP inh 2, PAFAH1B2 inh 4 and LYPLA1 inh 4.
Cc1cccc(NC(=O)C2CCN(S(=O)(=O)c3ccc4c(c3)OCCO4)CC2)n1 was read as LYPLA2 inh 5, PAFAH1B3 FP inh -4, PREPL inh 13, GSTO1 inh -2, PAD4 FP inh 3, PME-1 primary -2, pPAFAH FP inh 1, PAFAH1B2 inh 8 and LYPLA1 inh -1.
CC1=NN(c2ccccc2)C(=O)C1N=Nc1ccc(S(N)(=O)=O)cc1 (configuration not stated) was read as LYPLA2 inh 6, PAFAH1B3 FP inh 5, PREPL inh -4, GSTO1 inh 2, PAD4 FP inh -1, PME-1 primary -6, pPAFAH FP inh -3, PAFAH1B2 inh -2 and LYPLA1 inh -1.
For CCOc1ccc(-c2nc(CSc3nnc(N)s3)cs2)cc1OC the results were LYPLA2 inh 6, PAFAH1B3 FP inh 6, PREPL inh 5, GSTO1 inh 0, PAD4 FP inh 0, PME-1 primary -5, pPAFAH FP inh 2, PAFAH1B2 inh 1 and LYPLA1 inh -2.
For CCN(C(=O)c1ccco1)c1nc(-c2ccc(OC)cc2)cs1 the results were LYPLA2 inh 6, PAFAH1B3 FP inh -2, PREPL inh 7, GSTO1 inh 0, PAD4 FP inh 0, PME-1 primary 1, pPAFAH FP inh 6, PAFAH1B2 inh -8 and LYPLA1 inh -5.
Screening Cc1ccc(CNC(=O)CSc2c3c(nc4ccc(Cl)cc24)CCCC3)o1 returned LYPLA2 inh 3, PAFAH1B3 FP inh 4, PREPL inh -8, GSTO1 inh -25, PAD4 FP inh 5, PME-1 primary 3, pPAFAH FP inh 2, PAFAH1B2 inh 3 and LYPLA1 inh -5.
`Cc1ccc([C@@H]2CC=C(C(=O)O)CN2S(=O)(=O)c2ccccc2C)cc1` gave LYPLA2 inh -6, PAFAH1B3 FP inh 4, PREPL inh 14, GSTO1 inh -7, PAD4 FP inh 4, PME-1 primary -3, pPAFAH FP inh 6, PAFAH1B2 inh 12 and LYPLA1 inh 0.
For Cc1cccc(NC(=O)CNC(=O)c2ccccc2Cl)n1 the results were LYPLA2 inh 1, PAFAH1B3 FP inh 2, PREPL inh 0, GSTO1 inh 6, PAD4 FP inh 0, PME-1 primary 7, pPAFAH FP inh 4, PAFAH1B2 inh -6 and LYPLA1 inh -2.
For COC(=O)C(C)NC(=O)C12CC3CC(CC(C3)C1)C2 (configuration not stated) the results were LYPLA2 inh -3, PAFAH1B3 FP inh 3, PREPL inh 4, GSTO1 inh 12, PAD4 FP inh -5, PME-1 primary -7, pPAFAH FP inh 1, PAFAH1B2 inh 3 and LYPLA1 inh -3.
`COc1ccc(NC(=O)N2CCCCCC2)c(OC)c1` gave LYPLA2 inh 1, PAFAH1B3 FP inh 4, PREPL inh 0, GSTO1 inh -4, PAD4 FP inh -1, PME-1 primary 2, pPAFAH FP inh 7, PAFAH1B2 inh 15 and LYPLA1 inh -5.
CCOC(=O)c1sc(NC(=S)NC(=O)c2ccccc2)c(C(=O)OCC)c1C was read as LYPLA2 inh 3, PAFAH1B3 FP inh 7, PREPL inh 5, GSTO1 inh 4, PAD4 FP inh -2, PME-1 primary -5, pPAFAH FP inh -4, PAFAH1B2 inh 4 and LYPLA1 inh -2.
Screening O=C(COC(=O)/C=C/c1cccc(F)c1)NC1CCCC1 returned LYPLA2 inh -7, PAFAH1B3 FP inh 0, PREPL inh 12, PAD4 FP inh -1, PME-1 primary 5, pPAFAH FP inh 9, PAFAH1B2 inh -3 and LYPLA1 inh -1.
`O=C(CCCN1C(=O)NC2(CCCC2)C1=O)Nc1ccc(F)cc1` gave LYPLA2 inh -4, PAFAH1B3 FP inh 0, PREPL inh 2, PAD4 FP inh -2, PME-1 primary 2, pPAFAH FP inh 0, PAFAH1B2 inh 2 and LYPLA1 inh 0.
For Cc1ccc(OCCn2cc(/C=C3\C(=O)NN(c4ccccc4)C3=O)c3ccccc32)cc1 the results were LYPLA2 inh 8, PAFAH1B3 FP inh 7, PREPL inh 4, GSTO1 inh 2, PAD4 FP inh -4, PME-1 primary 13, pPAFAH FP inh 14, PAFAH1B2 inh 4 and LYPLA1 inh -4.
For O=C(N/C(=C\c1ccc([N+](=O)[O-])cc1)C(=O)N1CCCCC1)c1ccco1 the results were LYPLA2 inh -2, PAFAH1B3 FP inh 2, PREPL inh -7, GSTO1 inh 0, PAD4 FP inh 2, PME-1 primary 1, pPAFAH FP inh 0, PAFAH1B2 inh 2 and LYPLA1 inh 2.
For CCOCCCNC(=O)c1c(N)n(-c2ccc3c(c2)OCO3)c2nc3ccccc3nc12 the results were LYPLA2 inh 4, PAFAH1B3 FP inh 1, PREPL inh 0, GSTO1 inh -1, PAD4 FP inh 4, PME-1 primary 6, pPAFAH FP inh 4, PAFAH1B2 inh 2 and LYPLA1 inh 3.
`C=C[C@@H]1c2c(F)cccc2N(S(=O)(=O)c2ccc(C)cc2)[C@H](c2ccc(C(=O)OC)cc2)C1(C#N)C#N` gave LYPLA2 inh -38, PAFAH1B3 FP inh -31, PREPL inh -8, PAD4 FP inh -2, PME-1 primary -36, pPAFAH FP inh -2, PAFAH1B2 inh -14 and LYPLA1 inh -19.
`O=C(NCCCN1CCOCC1)C(=O)N/N=C/c1ccc(F)cc1` gave LYPLA2 inh 2, PAFAH1B3 FP inh 1, PREPL inh 5, GSTO1 inh -1, PAD4 FP inh 3, PME-1 primary 1, pPAFAH FP inh 4, PAFAH1B2 inh 5 and LYPLA1 inh 3.
CCOC(=O)CCCNc1ccc([N+](=O)[O-])cc1[N+](=O)[O-] was read as LYPLA2 inh 0, PAFAH1B3 FP inh 6, PREPL inh 2, GSTO1 inh -3, PAD4 FP inh 3, PME-1 primary -4, pPAFAH FP inh -4, PAFAH1B2 inh 7 and LYPLA1 inh 1.
Screening CCN(CC)CC(O)CN1C(=O)NC(C)(C)C1=O (configuration not stated) returned LYPLA2 inh 0, PAFAH1B3 FP inh 9, PREPL inh -7, GSTO1 inh 6, PAD4 FP inh -2, PME-1 primary -1, pPAFAH FP inh 0, PAFAH1B2 inh 1 and LYPLA1 inh 1.
For Cc1cccc(CN2CCOCCS2(=O)=O)c1 the results were LYPLA2 inh 8, PAFAH1B3 FP inh -3, PREPL inh 0, GSTO1 inh 5, PAD4 FP inh 3, PME-1 primary -5, pPAFAH FP inh 4, PAFAH1B2 inh -2 and LYPLA1 inh 3.
`CCOC(=O)Cc1csc(N/C(=N/S(=O)(=O)c2ccc(Cl)cc2)c2ccccc2)n1` gave LYPLA2 inh 1, PAFAH1B3 FP inh 6, PREPL inh 8, GSTO1 inh -17, PAD4 FP inh 0, PME-1 primary 2, pPAFAH FP inh 12, PAFAH1B2 inh 14 and LYPLA1 inh -2.
Cc1cccc(N(CC(=O)N/N=C/c2ccc(OCC(=O)NCc3ccco3)cc2)S(C)(=O)=O)c1C was read as LYPLA2 inh -4, PAFAH1B3 FP inh 6, PREPL inh -10, GSTO1 inh 1, PAD4 FP inh -1, PME-1 primary 0, pPAFAH FP inh 0, PAFAH1B2 inh 2 and LYPLA1 inh 0.
Screening Cc1[nH]c(=O)[nH]c(=O)c1/C=N\NC(=O)CCc1ccc(OC(C)C)cc1 returned LYPLA2 inh -4, PREPL inh -7, GSTO1 inh 7, PAD4 FP inh -5, PME-1 primary -1, pPAFAH FP inh 2 and LYPLA1 inh 1.
